M1 PAM = human M1 muscarinic receptor positive allosteric modulators, primary screen, CHO-K1 cells, Fluo-8 calcium fluorescence, 1536-well; Muscarinic acetylcholine receptor M1 (Homo sapiens), P11229; CHO-K1 hM1, ACh EC20; 0% = ACh EC20, 100% = maximal ACh; activation, % at 3 µM; 0.088% of 360,000 active; in the data active = activation above about 19%, passing the limit was not always enough
M5 ag = human M5 muscarinic receptor agonists, primary screen, CHO-K1 cells, Fluo-8 calcium fluorescence; Muscarinic acetylcholine receptor M5 (Homo sapiens), P08912; CHO-K1 hM5 cells; 0% DMSO wells, 100% maximal acetylcholine response; activation, % at 3 µM; 0.19% of 360,000 active;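 active = activation above the run's mean over test compounds plus 3 SD, cut at about 23% in these data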;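 also: signal is peak over basal fluorescence ratio across the kinetic read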
Target sequence (P08912 whole entry, looked up): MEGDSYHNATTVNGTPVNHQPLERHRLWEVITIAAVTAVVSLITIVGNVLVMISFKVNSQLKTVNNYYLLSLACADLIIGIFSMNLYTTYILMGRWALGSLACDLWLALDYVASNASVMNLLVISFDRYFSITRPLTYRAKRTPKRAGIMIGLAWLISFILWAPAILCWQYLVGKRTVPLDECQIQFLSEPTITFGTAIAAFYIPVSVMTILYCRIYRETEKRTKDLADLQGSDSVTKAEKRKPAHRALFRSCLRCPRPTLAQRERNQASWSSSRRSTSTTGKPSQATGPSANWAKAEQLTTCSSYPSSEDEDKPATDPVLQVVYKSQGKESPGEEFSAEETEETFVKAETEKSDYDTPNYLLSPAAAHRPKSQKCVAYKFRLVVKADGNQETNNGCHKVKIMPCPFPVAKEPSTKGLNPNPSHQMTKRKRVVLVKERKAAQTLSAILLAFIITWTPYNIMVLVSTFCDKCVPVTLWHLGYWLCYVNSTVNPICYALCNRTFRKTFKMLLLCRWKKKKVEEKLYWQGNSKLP
CHRM1 agonist = human M1 muscarinic receptor agonists, primary screen, Fluo-8 calcium fluorescence, CHO-K1 cells, HTS | Muscarinic acetylcholine receptor M1 (Homo sapiens), P11229 | CHO-K1 hM1, agonist mode; 0% DMSO, 100% acetylcholine EC100 | activation, % at 3 µM | 0.33% of 360,000 active | AID 588814, 2011;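 active = activation above the run's mean compound activation plus 3 SD, cut at about 16% in these data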;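 also: peak over basal fluorescence ratio within a 140 s kinetic read after compound addition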
CHRM4 antagonist = human M4 muscarinic receptor antagonists, primary screen, CHO cells, Fluo-8 calcium fluorescence. 0.73% of 360,000 active. CHO-hM4 cells, ACh EC80. AID 624125, 2012. Muscarinic acetylcholine receptor M4 (Homo sapiens), P08173. inhibition, % at 3 µM;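 active = inhibition above its plate's cutoff, the mean inhibition of sample wells plus 3 SD, cut at about 27% in these data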;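 also: 0% = acetylcholine EC80 with DMSO and 100% = DMSO without agonist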
Target sequence (P08173 whole entry, looked up): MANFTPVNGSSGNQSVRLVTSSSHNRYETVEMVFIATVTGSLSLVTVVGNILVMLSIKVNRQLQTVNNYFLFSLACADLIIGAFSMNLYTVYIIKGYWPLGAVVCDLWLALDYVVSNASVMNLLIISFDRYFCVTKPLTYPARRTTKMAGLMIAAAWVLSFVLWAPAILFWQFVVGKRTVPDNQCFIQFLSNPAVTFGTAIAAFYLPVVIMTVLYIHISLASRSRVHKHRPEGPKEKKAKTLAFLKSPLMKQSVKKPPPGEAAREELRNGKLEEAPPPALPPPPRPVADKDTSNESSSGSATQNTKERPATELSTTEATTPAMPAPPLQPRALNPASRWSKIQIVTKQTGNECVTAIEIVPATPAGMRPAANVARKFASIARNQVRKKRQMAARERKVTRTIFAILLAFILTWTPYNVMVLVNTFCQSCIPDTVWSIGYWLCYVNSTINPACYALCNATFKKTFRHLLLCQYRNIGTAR
M5 PAM = human M5 muscarinic receptor positive allosteric modulators, primary screen, CHO-K1 cells, Fluo-8 calcium fluorescence. Muscarinic acetylcholine receptor M5 (Homo sapiens), P08912. CHO-K1 hM5, ACh EC20 PAM; 0% = ACh EC20, 100% = ACh EC100. activation, % at 3 µM. 0.3% of 360,000 active. AID 624038, 2012;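 active = activation above the run cutoff, the mean activation of all test compounds plus 3 SD, cut at about 18% in these data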
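Assay system: CHO-K1 hM5 cells. Also added: acetylcholine at EC20 concentration, added after compound. Dosing: 3 µM, single dose. Times: compound preincubation 140 s before EC20 acetylcholine addition. Signal: Fluo-8 calcium fluorescence. Measure: % activation relative to EC20 and EC100 ACh responses. Repeats: singlicate, one well per test compound.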
M4 ag = human M4 muscarinic receptor agonists, primary screen, CHO-K1 cells, Fluo-8 calcium fluorescence. 0.14% of 360,000 active. CHO-K1 hM4/Gqi5; vehicle 0%, full acetylcholine response 100%. activation, % at 3 µM. Muscarinic acetylcholine receptor M4 (Homo sapiens), P08173;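 active = activation above the run mean over all test wells plus 3 SD, cut at about 32% in these data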;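 also: peak over basal fluorescence ratio per well then scaled between controls; 0% = DMSO wells and 100% = acetylcholine at EC100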
CHRM1 antagonist = human M1 muscarinic receptor antagonists, primary screen, CHO-K1 cells, Fluo-8 calcium fluorescence, 1536-well | Muscarinic acetylcholine receptor M1 (Homo sapiens), P11229 | CHO-K1 hM1, ACh EC80 antagonist | inhibition, % at 3 µM | 1.3% of 360,000 active;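 active = percent inhibition above its own plate's cutoff, namely the mean of that plate's compound wells plus 3 SD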;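 also: peak over basal fluorescence ratio during 140 s after agonist addition; 0% = ACh EC80 plus DMSO and 100% = DMSO alone without agonist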
TAAR1 agonist = human TAAR1 agonists, primary screen, Fluo-8 calcium fluorescence, CHO RD-HGA16 cells. vehicle wells 0%, saturating PEA agonist 100%. AID 624467, 2012. 0.99% of 360,000 active. activation, % at 3 µM. Trace amine-associated receptor 1 (Homo sapiens), Q96RJ0;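 active = activation above the mean activation of all test compounds in the run plus 3 SD, cut at about 38% in these data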
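Test system: RD-HGA16 (CHO) cells co-expressing Gα16 and hTAAR1 / Benchmarks: DMSO vehicle as 0%, PEA at EC100 as 100% / Repeats: no replicates (n 1) / Measure: % activation from peak over basal fluorescence ratio, DMSO-to-PEA scaled / Timing: 17-24 h plating, Fluo-8 75 min 37 °C, 30 min RT / Technique: kinetic Fluo-8 calcium fluorescence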
M5 antag = human M5 muscarinic receptor antagonists, primary screen, CHO cells, Fluo-8 calcium fluorescence | Muscarinic acetylcholine receptor M5 (Homo sapiens), P08912 | CHO-hM5 cells, ACh EC80 | inhibition, % at 3 µM | 0.59% of 360,000 active | AID 624040, 2012;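 active = inhibition above a per-plate cutoff, the mean of that plate's test compounds plus 3 SD, cut at about 27% in these data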;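 also: 0% = acetylcholine EC80 with DMSO and 100% = DMSO without agonist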
Starred values were filed as active, the others as inactive. An excerpt (hit frequency here may not be typical).

O=C(CSc1nc(Cc2ccccc2)nc2ccccc12)Nc1nc2c(s1)CCCC2 was read as M1 PAM 3, M5 ag -1, CHRM1 agonist -7, CHRM4 antagonist 5, M5 PAM -4, M4 ag -2, CHRM1 antagonist -6, TAAR1 agonist 3 and M5 antag 10.
Screening Cc1ccc[n+](CC(=O)c2ccc(NC(=O)c3ccccc3)cc2)c1 returned M1 PAM 3, M5 ag -8, CHRM1 agonist -11, CHRM4 antagonist -8, M5 PAM -3, M4 ag 1, CHRM1 antagonist -3, TAAR1 agonist -2 and M5 antag 8.
Screening Cc1ccc(NC(=O)N(Cc2cccnc2)Cc2ccco2)cc1C returned M1 PAM 4, M5 ag -2, CHRM1 agonist -5, CHRM4 antagonist -1, M5 PAM -6, M4 ag 0, CHRM1 antagonist -6, TAAR1 agonist 6 and M5 antag 8.
`S=C(NCc1cccnc1)Nc1ccc(Oc2ccc(Cl)cc2)cc1` gave M1 PAM -8, M5 ag -2, CHRM1 agonist 0, CHRM4 antagonist 0, M5 PAM -9, M4 ag 14, CHRM1 antagonist 12, TAAR1 agonist 6 and M5 antag 8.
Screening CC1CN(c2ccc([N+](=O)[O-])cc2C#N)CC(C)O1 (stereo unspecified) returned M1 PAM -5, M5 ag 1, CHRM1 agonist -4, CHRM4 antagonist 6, M5 PAM -1, M4 ag 1, CHRM1 antagonist 6, TAAR1 agonist 1 and M5 antag -2.
For COc1ccc(OC)c(C2CC(c3ccccc3)=NN2C(=S)Nc2ccccc2)c1 (stereo unspecified) the results were M1 PAM 4, M5 ag 1, CHRM1 agonist -3, CHRM4 antagonist 0, M5 PAM -5, M4 ag 0, CHRM1 antagonist -4, TAAR1 agonist -1 and M5 antag 9.
Screening CC(C)(C)c1ccc(C(=O)Nc2cccc(C(=O)N3CCOCC3)c2)cc1 returned M1 PAM 8, M5 ag -1, CHRM1 agonist 1, CHRM4 antagonist -9, M5 PAM -4, M4 ag 14, CHRM1 antagonist -1, TAAR1 agonist 9 and M5 antag 8.
CCOC(=O)N1CCN(c2ncnc3scc(-c4ccccc4)c23)CC1 was read as M1 PAM 3, M5 ag -4, CHRM1 agonist -5, CHRM4 antagonist 2, M5 PAM 12, M4 ag -2, CHRM1 antagonist -7, TAAR1 agonist 8 and M5 antag -7.
`CCO[C@@H]1OC(C(N)=O)=C[C@H](c2ccc(Br)cc2)[C@H]1CCCO` gave M1 PAM 4, M5 ag 2, CHRM1 agonist -4, CHRM4 antagonist 2, M5 PAM -1, M4 ag 1, CHRM1 antagonist 2, TAAR1 agonist 1 and M5 antag 0.
For COc1ccc(-c2cc(C(F)(F)F)n3nc(C(=O)Nc4c(C)n(C)n(-c5ccccc5)c4=O)cc3n2)cc1 the results were M1 PAM 10, M5 ag 0, CHRM1 agonist -9, CHRM4 antagonist -1, M5 PAM -2, M4 ag 0, CHRM1 antagonist -7, TAAR1 agonist 1 and M5 antag 16.

Fetched one by one from above (2):
Screening Cc1ccc(NC(=O)N(Cc2cccnc2)Cc2ccco2)cc1C returned M1 PAM 4, M5 ag -2, CHRM1 agonist -5, CHRM4 antagonist -1, M5 PAM -6, M4 ag 0, CHRM1 antagonist -6, TAAR1 agonist 6 and M5 antag 8.
For COc1ccc(OC)c(C2CC(c3ccccc3)=NN2C(=S)Nc2ccccc2)c1 (stereo unspecified) the results were M1 PAM 4, M5 ag 1, CHRM1 agonist -3, CHRM4 antagonist 0, M5 PAM -5, M4 ag 0, CHRM1 antagonist -4, TAAR1 agonist -1 and M5 antag 9.

Next entries follow:
`COc1cc2c(cc1OC)C(c1cc3ccccc3oc1=O)=NC(C)(C)C2` gave M1 PAM 6, M5 ag 3, CHRM1 agonist -1, CHRM4 antagonist 1, M5 PAM 2, M4 ag -1, CHRM1 antagonist -6, TAAR1 agonist 0 and M5 antag 1.
`Nn1c(SCc2ccc(Br)cc2)nnc1-c1ccncc1` gave M1 PAM 1, M5 ag 0, CHRM1 agonist -4, CHRM4 antagonist -1, M5 PAM 0, M4 ag 0, CHRM1 antagonist -3, TAAR1 agonist 0 and M5 antag 7.
`Cc1ccc(S(=O)(=O)Nc2ccccc2)cc1[N+](=O)[O-]` gave M1 PAM 0, M5 ag -7, CHRM1 agonist 4, CHRM4 antagonist -15, M5 PAM -1, M4 ag 2, CHRM1 antagonist -10, TAAR1 agonist -2 and M5 antag 10.
`OCCCNc1ncnc2c1ncn2[C@H]1CN(Cc2cccs2)C[C@@H](CO)O1` gave M1 PAM 7, M5 ag 3, CHRM1 agonist 3, CHRM4 antagonist -12, M5 PAM -4, M4 ag 0, CHRM1 antagonist 3, TAAR1 agonist 0 and M5 antag 4.
For Cc1cc(C)cc(-n2nnnc2SCC(=O)N2CCOCC2)c1 the results were M1 PAM 3, M5 ag -5, CHRM1 agonist -3, CHRM4 antagonist -11, M5 PAM -10, M4 ag 0, CHRM1 antagonist -3, TAAR1 agonist 3 and M5 antag 3.
Screening Cc1ccc(CC(CC(=O)NCCc2ccc3c(c2)OCO3)C(=O)O)cc1 (stereo unspecified) returned M1 PAM 9, M5 ag -3, CHRM1 agonist -4, CHRM4 antagonist 0, M5 PAM 1, M4 ag 0, CHRM1 antagonist -7, TAAR1 agonist 16 and M5 antag -1.
Screening CSc1ccc(C(=O)Nc2cc(S(=O)(=O)N3CCOCC3)ccc2N2CCOCC2)cc1[N+](=O)[O-] returned M1 PAM -2, M5 ag 4, CHRM1 agonist -2, CHRM4 antagonist -2, M5 PAM -13, M4 ag 1, CHRM1 antagonist 6, TAAR1 agonist -2 and M5 antag 13.
Screening COCCNC(=O)C1CCCN(C(=O)c2ccc3c(c2)C(C)(C)CCC3(C)C)CC1 (stereo unspecified) returned M1 PAM 9, M5 ag 1, CHRM1 agonist -5, CHRM4 antagonist -13, M5 PAM -1, M4 ag 3, CHRM1 antagonist -9, TAAR1 agonist 6 and M5 antag 6.
CCCCCC(=O)N1C[C@H](n2cc(COC(=O)c3ccccc3)nn2)[C@@H](O)C[C@@H]1c1ccc(Cl)cc1 was read as M1 PAM 13, M5 ag 1, CHRM1 agonist -1, CHRM4 antagonist -15, M5 PAM 1, M4 ag 3, CHRM1 antagonist -19, TAAR1 agonist 4 and M5 antag -1.
For COc1ccccc1-c1c(C)oc2c(CN3CCCCC3C)c(O)ccc2c1=O (stereo unspecified) the results were M1 PAM 11, M5 ag -2, CHRM1 agonist -4, CHRM4 antagonist 3, M5 PAM 4, M4 ag 0, CHRM1 antagonist -16, TAAR1 agonist 4 and M5 antag -2.
`COc1cccc(NC(=O)CN(C)C(=O)c2cc3c(s2)CCCCC3)c1` gave M1 PAM 6, M5 ag 0, CHRM1 agonist 1, CHRM4 antagonist 0, M5 PAM -1, M4 ag 4, CHRM1 antagonist -14, TAAR1 agonist 1 and M5 antag 7.
`COc1ccc(NC(=O)CSc2nncn2C)cc1` gave M1 PAM 7, M5 ag -2, CHRM1 agonist 0, CHRM4 antagonist -2, M5 PAM -1, M4 ag 1, CHRM1 antagonist -7, TAAR1 agonist -2 and M5 antag 3.
`CC(C)C1Oc2cc3oc(=O)ccc3cc2C1=O` (stereo unspecified) gave M1 PAM 8, M5 ag 0, CHRM1 agonist -3, CHRM4 antagonist -2, M5 PAM -2, M4 ag 1, CHRM1 antagonist -8, TAAR1 agonist 14 and M5 antag 7.
`COc1ccc(CN2CCN(Cc3ccccc3)C(CCO)C2)cc1OC` (stereo unspecified) gave M1 PAM -5, M5 ag -3, CHRM1 agonist -7, CHRM4 antagonist -1, M5 PAM -2, M4 ag 1, CHRM1 antagonist -1, TAAR1 agonist 0 and M5 antag -16.
Cc1cccn2c(=O)c3cc(C(=O)NCCc4ccccc4)c(=N)n(Cc4ccco4)c3nc12 was read as M1 PAM -20, M5 ag -5, CHRM1 agonist -12, CHRM4 antagonist 6, M5 PAM -7, M4 ag 7, CHRM1 antagonist 17, TAAR1 agonist 0 and M5 antag 14.
Screening COc1ccc([N+](=O)[O-])cc1NC(=O)c1ccc(CN(c2ccc(C)c(C)c2)S(C)(=O)=O)cc1 returned M1 PAM 3, M5 ag -2, CHRM1 agonist -6, CHRM4 antagonist -3, M5 PAM -8, M4 ag 2, CHRM1 antagonist -8, TAAR1 agonist 1 and M5 antag 3.
Screening C/C(=N\N=C(/N)SC1CC(=O)N(c2ccc(Cl)cc2)C1=O)c1cccs1 (stereo unspecified) returned M1 PAM 0, M5 ag 1, CHRM1 agonist -3, CHRM4 antagonist 8, M5 PAM 3, M4 ag 4, CHRM1 antagonist -6, TAAR1 agonist 6 and M5 antag -5.
COc1ccccc1NC(=O)c1ccc(C)s1 was read as M1 PAM -6, M5 ag -2, CHRM1 agonist -7, CHRM4 antagonist 5, M5 PAM -4, M4 ag -1, CHRM1 antagonist 14, TAAR1 agonist 14 and M5 antag 9.

Grouped by structure: the compounds so far with bromine (two)
`CCO[C@@H]1OC(C(N)=O)=C[C@H](c2ccc(Br)cc2)[C@H]1CCCO` gave M1 PAM 4, M5 ag 2, CHRM1 agonist -4, CHRM4 antagonist 2, M5 PAM -1, M4 ag 1, CHRM1 antagonist 2, TAAR1 agonist 1 and M5 antag 0.
`Nn1c(SCc2ccc(Br)cc2)nnc1-c1ccncc1` gave M1 PAM 1, M5 ag 0, CHRM1 agonist -4, CHRM4 antagonist -1, M5 PAM 0, M4 ag 0, CHRM1 antagonist -3, TAAR1 agonist 0 and M5 antag 7.

Compound activity deposited in PubChem by The Scripps Research Institute Molecular Screening Center.
